High-throughput results: PubChem, NCI
mec2-1 – NCI yeast anticancer drug screen, S. cerevisiae mec2-1 strain; growth inhibition, % at 50 µM; actives 9% (n = 79,000); AID 157;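 further: 0% = growth of vehicle-only cultures of the same strain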
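Vehicle-treated cultures served as reference for growth inhibition of compound-exposed mec2-1 yeast.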
yeast cln2 rad14 – NCI yeast anticancer drug screen, S. cerevisiae cln2 rad14 strain. growth inhibition, % at 50 µM. actives 8.3% (n = 78,000). AID 165;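 further: 0% = growth of vehicle-only cultures of the same strain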
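Strain: cln2 rad14 yeast, altered in cell cycle control and DNA damage repair. Read-out: growth inhibition vs vehicle.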
mlh1 rad18 – NCI yeast anticancer drug screen, S. cerevisiae mlh1 rad18 strain; growth inhibition, % at 50 µM; actives 11% (n = 79,000); AID 175;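 further: 0% = growth of vehicle-only cultures of the same strain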
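Vehicle-treated cultures served as the reference for growth inhibition in a yeast strain carrying DNA damage repair alterations exposed to each compound.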
yeast bub3 – NCI yeast anticancer drug screen, S. cerevisiae bub3 mutant strain. actives 9.9% (n = 78,000). growth inhibition, % at 50 µM. AID 167;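 further: 0% = growth of vehicle-only cultures of the same strain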
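Mutant yeast screening strain plus compound; vehicle-treated cultures serve as the 0% inhibition reference.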
sgs1 mgt1 – NCI yeast anticancer drug screen, S. cerevisiae sgs1 mgt1 strain | growth inhibition, % at 50 µM | actives 10% (n = 78,000) | AID 161;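 further: 0% = growth of vehicle-only cultures of the same strain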
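Mutant yeast exposed to compound; growth scored against vehicle-only wells.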
yeast rad50 – NCI yeast anticancer drug screen, S. cerevisiae rad50 strain; growth inhibition, % at 50 µM; actives 10% (n = 79,000); AID 155;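 further: 0% = growth of vehicle-only cultures of the same strain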
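Readout: growth inhibition relative to vehicle-treated cultures. Compound exposure was carried out in a genetically defined yeast strain deficient in DNA damage repair.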
Active calls of the source: *; . = not tested or not shown; & = joins results of further samples. No stated cut-off is given here; in the data, active means growth inhibition above about 70%; inactive means the rest.

1) CC(=O)OC1CCC2(C)C(=CCC3C2CCC2(C)C3CC(OC(C)=O)C2C(C)=O)C1 (stereo not given)
2) Cc1ccc(-[n+]2cc([O-])on2)cc1
3) CNCC(C)CNC
4) COc1ccc(NC(=O)CCC(=O)C(C)C(=O)c2ccccc2)cc1 (stereo not given)
5) CN(C)CCN(C)CC(C)(C)C(=O)/C=C/c1ccccc1
compound no.,1,2,3,4,5
mec2-1,13,29,43,16,3
yeast cln2 rad14,15,64,66,49,-6
mlh1 rad18,-1,28,72*,24,-15
yeast bub3,-4,16,-3,22,-7
sgs1 mgt1,3,-6,23,27,-22
yeast rad50,18,27,74*,60,-26

6) COC(=O)C(C/C=C(\C)c1ccc(Cl)cc1)C(C)=O (stereo not given)
7) CCN(CC)CCNc1c([N+](=O)[O-])cnc2ccccc12
8) C/C(=N\NS(=O)(=O)c1c(C)cc(C)cc1C)c1ccc[n+]([O-])n1
9) CNc1ccc(F)cc1SSc1cc(F)ccc1NC
10) S=P(c1ccccc1)(c1ccccc1)C(P(c1ccccc1)c1ccccc1)P(c1ccccc1)c1ccccc1
compound no.,6,7,8,9,10
mec2-1,-8,8,0,99*,50
yeast cln2 rad14,7,-2,15,99*,50
mlh1 rad18,22,21,-7,99*,62
yeast bub3,-10,19,-13,99*,33
sgs1 mgt1,-5,20,-8,99*,46
yeast rad50,-11,-17,4,99*,48

11) CC1c2ccccc2-c2ccccc2N1C(=O)c1cccc(C(=O)N2c3ccccc3-c3ccccc3C2C)n1 (stereo not given)
12) COc1ccc2cc1Oc1ccc(cc1)C[C@@H]1c3cc(c(OC)cc3CCN1C)Oc1c(OC)c(OC)cc3c1[C@@H](C2)N(C)CC3
13) O=c1oc2ccccc2cc1S(=O)(=O)c1ccccc1
14) c1ccc(-c2ccncn2)cc1
15) [Mn+2].[Mn+2].c1ccc2c(c1)-c1nc-2nc2[n-]c(nc3nc(nc4[n-]c(n1)c1ccccc41)-c1ccccc1-3)c1cc3c4nc5nc(nc6[n-]c(nc7nc(nc([n-]4)c3cc21)-c1ccccc1-7)c1ccccc61)-c1ccccc1-5
compound no.,11,12,13,14,15
mec2-1,12,-21,5,-43,-1
yeast cln2 rad14,-2,-3,-53,3,-21
mlh1 rad18,18,31,18,-29,22
yeast bub3,-2,22,-1,-37,0
sgs1 mgt1,-7,19,1,-64,-9
yeast rad50,26,33,1,-55,15

16) O=C(NC1CCCCC1C1CCCCC1)c1ccc(Cl)cc1 (stereo not given)
17) C[N+](C)(CCNC(=O)c1cccc2cc3ccccc3nc12)Cc1ccc([N+](=O)[O-])s1
18) Cc1ccc(S(=O)(=O)N2CCSCCSCCN(S(=O)(=O)c3ccc(C)cc3)CCN(S(=O)(=O)c3ccc(C)cc3)CC2)cc1
19) Cc1ccc2c(c1)C(c1ccccc1)(c1ccccc1)OC2=O
20) Cc1n(C)c(C(O)c2ccccc2)c(Br)[n+]1C (stereo not given)
compound no.,16,17,18,19,20
mec2-1,2,-37,24,12,1
yeast cln2 rad14,-11,4,18,8,-12
mlh1 rad18,6,-37,16,20,13
yeast bub3,7,-40,13,11,78*
sgs1 mgt1,-1,-13,10,7,8
yeast rad50,2,-13,29,18,9

21) COC(=O)c1nnn(-c2ccccc2C(C)C)c1C(=O)c1ccccc1
22) Cc1c(-c2nc(N)c(C#N)c(N)c2C#N)c(=O)oc2ccccc12
23) CC(C)=CCCc1cc(-c2cc(CCC=C(C)C)nc(N)n2)nc(N)n1
24) COc1ccc(C2=CC(=O)C(C)(C#N)CC2)cc1 (stereo not given)
25) CC(C)(C)OC(=O)NC(Cc1ccccc1)C(=O)N1CCCC1C(N)=O (stereo not given)
compound no.,21,22,23,24,25
mec2-1,-9,-6,-11,26,-54
yeast cln2 rad14,-6,9,-7,25,21
mlh1 rad18,24,-52,15,5,-5
yeast bub3,-21,-1,-23,34,4
sgs1 mgt1,-1,16,-3,-4,-10
yeast rad50,7,7,4,4,-30

26) O=Nc1c(N=O)c(N=O)c(N=O)c(N=O)c1N=O
27) CCOC(=N)CC(=O)Nc1cccc(C)c1Cl
28) COc1cc(CCCO)ccc1O
29) N#CC(C#N)=NNc1ccc2cn[nH]c2c1
30) Fc1ccccc1CSc1n[nH]c(=S)c2nc[nH]c12
compound no.,26,27,28,29,30
mec2-1,55,-14,14,28,8
yeast cln2 rad14,39,19,-48,-21,-12
mlh1 rad18,21,-3,-4,-2,12
yeast bub3,63,8,9,-39,0
sgs1 mgt1,45,-11,0,3,18
yeast rad50,38,-3,1,-11,4

31) CCO/C=C/C(=O)OCC
32) O=C1/C(=C/c2ccc([N+](=O)[O-])cc2)Sc2scc(-c3cccc([N+](=O)[O-])c3)[n+]21
33) N/C(=N/O)NO
34) Cn1cnc2[nH]c(=O)[nH]c(=O)c21
35) Cn1c2ccccc2c2oc(-c3nn[nH]n3)cc(=O)c21
compound no.,31,32,33,34,35
mec2-1,-3,89*,-41,13,9
yeast cln2 rad14,-6,91*,2,2,25
mlh1 rad18,11,91*,-59,-1,30
yeast bub3,-3,87*,5,9,0
sgs1 mgt1,8,91*,9,-9,19
yeast rad50,11,84*,38,4,21

Record cards, from the list above. Screens in order: mec2-1	yeast cln2 rad14	mlh1 rad18	yeast bub3	sgs1 mgt1	yeast rad50
`Cn1c2ccccc2c2oc(-c3nn[nH]n3)cc(=O)c21` is listed as 9	25	30	0	19	21
`O=C1/C(=C/c2ccc([N+](=O)[O-])cc2)Sc2scc(-c3cccc([N+](=O)[O-])c3)[n+]21` is listed as 89*	91*	91*	87*	91*	84*
`N/C(=N/O)NO` is listed as -41	2	-59	5	9	38
`CCO/C=C/C(=O)OCC` is listed as -3	-6	11	-3	8	11
`Cn1cnc2[nH]c(=O)[nH]c(=O)c21` is listed as 13	2	-1	9	-9	4

Continuation.
36) Oc1ccccc1/C=N/N1C(=S)N(c2ccccc2)C(=Nc2ccccc2)C1=Nc1ccccc1
37) O=C1C2=C(Nc3cc([N+](=O)[O-])ccc3N2)OC1c1c2ccccc2cc2ccccc12 (stereo not given)
38) NC(=O)CNC(=O)C(CO)NC(=O)OCc1ccccc1 (stereo not given)
39) N/C(=N\N=C\c1ccccn1)NO
40) CC(=O)OCC(C)[N+](C)(C)C (stereo not given)
compound no.,36,37,38,39,40
mec2-1,-34,66,-10,-13,5
yeast cln2 rad14,15,36,-6,-7,-5
mlh1 rad18,-7,94*,0,1,3
yeast bub3,-10,78*,-11,-6,12
sgs1 mgt1,0,96*,11,-5,6
yeast rad50,-19,93*,2,1,-1

41) CC1=CCC2CC1C2(C)C (stereo not given)
42) Cc1ccc(S(=O)(=O)Nc2ccccc2)cc1
43) CC(O)CN1CCN(CCN(CC(C)O)CC(C)O)CC1 (stereo not given)
44) C(=N\N=C\c1ccccn1)/c1ccccn1
45) COC1CC(=O)C(OC)C(C)O1 (stereo not given)
compound no.,41,42,43,44,45
mec2-1,-18&-20,-28,-24,-7,-4
yeast cln2 rad14,-8&9,-20,-2,5,-26
mlh1 rad18,26&4,37,-20,26,6
yeast bub3,-15&21,4,-9,-4,-10
sgs1 mgt1,-21&-26,21,-4,6,6
yeast rad50,-16&15,18,-16,10,9

46) CC(Nc1ccc(Cl)cc1)S(=O)(=O)O (stereo not given)
47) COC(C)CCOC(=O)COc1ccccc1 (stereo not given)
48) CCCCCCCCCCCC(=O)NC(CCC(=O)O)C(=O)O (stereo not given)
49) CC1=NN(C(=O)c2cccnc2)C(=O)C1N=Nc1ccc(S(=O)(=O)N=C(N)N)cc1 (stereo not given)
50) O=[N+]([O-])C(/C=C(\Cl)[N+](=O)[O-])=C(Nc1ccccc1)Nc1ccccc1
compound no.,46,47,48,49,50
mec2-1,2,-10,-8,-15,88*
yeast cln2 rad14,16,-11,49,-6,83*
mlh1 rad18,8,8,5,-22,80*
yeast bub3,12,14,-2,0,86*
sgs1 mgt1,6,8,6,-12,87*
yeast rad50,17,18,-6,5,87*

51) Cc1ccc(SCC(CF)OC(C)n2cnc3c(Cl)nc(N)nc32)cc1 (stereo not given)
52) Cc1[nH]c(NC(=O)C(=O)O)c(C#N)c1C
53) COC(=O)C(=O)C(C#N)c1ccccc1Cl (stereo not given)
54) Cc1cc2[nH]c(=O)n(C3OC(CO)C(O)C3O)c2cc1C (stereo not given)
55) CC(=O)Oc1ccccc1C1SCSCS1
compound no.,51,52,53,54,55
mec2-1,1,-19,-17,19,9
yeast cln2 rad14,40,-35,0,-33,-6
mlh1 rad18,-37,-7,5,-4,-12
yeast bub3,42,-12,-6,-8,-8
sgs1 mgt1,31,-11,0,2,13
yeast rad50,14,-11,3,-15,-5

56) COc1ccc(C(=O)CC(C#N)c2ccccc2Cl)cc1 (stereo not given)
57) COc1ccc(N2CN(C)CSC2=S)cc1
58) CC(C)=CCCC(C)CCOc1cccc(C)c1 (stereo not given)
59) COC(=O)C1=C(C(=O)OC)C(C(=O)OC)C(C(=O)OC)C(C(=O)OC)(C(=O)OC)C(C(=O)OC)=C1C(=O)OC (stereo not given)
60) O=COCc1ccc(Cl)cc1Cl
compound no.,56,57,58,59,60
mec2-1,39,9,8,60,-3
yeast cln2 rad14,13,.,-38,33,5
mlh1 rad18,9,56,1,67,-12
yeast bub3,64,.,12,54,-1
sgs1 mgt1,41,.,-7,80*,-6
yeast rad50,20,11,4,78*,17

61) CN(C(=O)c1ccccc1)c1ccc2c(c1)C(=O)c1ccccc1C2=O
62) O=S(=O)(N/N=C/c1cccc(Cl)c1Cl)c1ccccc1
63) C[n+]1c2ccccc2c(CNC(CCC(N)=O)C(=O)O)c2ccccc21 (stereo not given)
64) CC(=O)c1ccc(C)cc1
65) CCCCN(CCCC)C(C)=O
compound no.,61,62,63,64,65
mec2-1,-24,3,87*,6,-5
yeast cln2 rad14,-9,-38,62,-3,-35
mlh1 rad18,-26,22,88*,-12,-8
yeast bub3,0,4,73*,-36,5
sgs1 mgt1,-10,4,81*,-29,17
yeast rad50,-19,9,83*,-2,-45

Continued; the last 3 above are carried over.
63) C[n+]1c2ccccc2c(CNC(CCC(N)=O)C(=O)O)c2ccccc21 (stereo not given)
64) CC(=O)c1ccc(C)cc1
65) CCCCN(CCCC)C(C)=O
66) COc1ccc(-c2cc(C(=O)O)c3cccc(C(F)(F)F)c3n2)cc1
67) CC1(C)CC(=O)C(/C=N/c2nc(-c3ccccc3)cs2)=C(O)C1
68) O=C(CC(CC(=O)Oc1c(Br)cc(Br)cc1C(=O)O)C(=O)Oc1c(Br)cc(Br)cc1C(=O)O)Oc1c(Br)cc(Br)cc1C(=O)O
69) CCc1cccc(C(C)(C)C)c1NC(=S)/N=C/C(C(=O)c1ccccc1)=C(\O)c1ccccc1
70) Cc1cccc(NC(=O)Nc2ccc(Cl)cc2)c1C
71) O=[N+]([O-])c1ccc(S(=O)(=O)N/N=C/C=C/c2ccccc2[N+](=O)[O-])cc1
compound no.,63,64,65,66,67,68,69,70,71
mec2-1,87*,6,-5,58,20,-23,55,0,-6
yeast cln2 rad14,62,-3,-35,64,45,9,48,-12,-8
mlh1 rad18,88*,-12,-8,90*,97*,-6,76*,10,39
yeast bub3,73*,-36,5,59,75*,-24,80*,-1,16
sgs1 mgt1,81*,-29,17,73*,94*,-10,69,-10,7
yeast rad50,83*,-2,-45,68,90*,-17,77*,-1,5
